Bioassay records as filed in PubChem BioAssay.
M1AAP inhibition: malaria alanyl aminopeptidase activity blockers – biochemical, fluorogenic H-Leu-NHMec substrate, 1536-well (AID 1445) | recombinant M1AAP, H-Leu-NHMec fluorogenic kinetic assay; higher % means a stronger effect | one-dose inhibition, % at 30 µM; IC50 in µM for titrated hits | actives 0.42% (n = 220,000);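 active = primary inhibition above the hit cutoff, then over 50% inhibition at one or more dose response concentrations, cut at about 23% in these data, passing the limit was not always enough; inconclusive = conflicting primary data, or primary hits not chosen for dose response; inactive = low primary inhibition, or under 50% at every dose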;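 note: plate controls were DMSO full reaction for no effect and no enzyme background for full effect; strong numbers were not always called active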
UTI89 phage lysis: protection from phage-mediated lysis, alamar blue read-out – E. coli UTI89, K1F phage, bacterial capsule biogenesis inhibitors (AID 488966); E. coli UTI89 K1F phage lysis, alamar blue, 2 h; higher % means a stronger effect; inhibition, % at 100 µM; hits with a dose series show IC50 in µM; actives 0.02% (n = 340,000);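 active = phage lysis inhibition, versus mean bacterial control, above a set limit; inconclusive = no clear call, values can overlap the other calls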;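 note: capsule biogenesis inhibitors block K1F phage lysis so surviving cells raise fluorescence; higher fluorescence means more inhibition of phage lysis; actives were called in the ten point dose series up to 300 µM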
human PMI inhibitors: MPI inhibition at elevated mannose 6-phosphate – biochemical, fluorescence intensity, high mannose 6-phosphate, primary screen (AID 1220). recombinant PMI enzyme, coupled fluorescence intensity; higher % means a stronger effect. inhibition, % at 20 µM, or IC50 in µM where a hit was titrated. actives 0.66% (n = 190,000)
West Nile virus CPE: West Nile virus antiviral activity, cell-based, CPE readout (AID 1621). West Nile virus-infected cells, CPE inhibition; higher % means a stronger effect. actives 0.02% (n = 290,000). CPE inhibition, % at 10 µM, or IC50 in µM where a hit was titrated; in the data active = a potency from the dose series; inconclusive = CPE inhibition mostly from about 3.7% at the one dose, without a potency; inactive = the rest, 99 in 100 with CPE inhibition below about 2.2%; note: strong numbers were not always called active
RSV antiviral HEp-2: inhibition of RSV-induced cytopathic effect – HEp-2 cells, primary 10 µM value included (AID 2391); HEp-2 cells, RSV-induced CPE inhibition; higher % means a stronger effect; one-dose CPE inhibition, % at 10 µM; IC50 in µM for titrated hits; actives 0.13% (n = 310,000); in the data active = a potency from the dose series; inconclusive = CPE inhibition mostly from about 23% at the one dose, without a potency; inactive = the rest, 99 in 100 with CPE inhibition below about 21%; note: strong numbers were not always called active
T cell HTS: modulates CD8 T cell binding to vesicles. calls only at 7 µM. 2C CD8+ T cell-vesicle binding, flow cytometry; hits give low values. actives 0.068% (n = 330,000). AID 2052;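 active = response, share of CD8 T cells binding vesicles, and their 90th percentile fluorescence all below set limits, cut at about 80% in these data, passing the limit was not always enough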
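Test system: purified 2C TCR transgenic mouse naive CD8+ T cells. Probe or stimulus: QL9-peptide-loaded Drosophila micro-vesicles bearing Ld, ICAM-1 and B7-1. Incubation: binding step 1.5 h, 37 °C, antibody labelling 20 min, ice. Measured by: flow cytometry of vesicle-bound cells.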
M17LAP inhibition: P. falciparum M17LAP inhibitors, primary screen, biochemical, fluorogenic H-Leu-NHMec substrate, 1536-well (AID 1619); recombinant M17LAP, H-Leu-NHMec fluorogenic kinetic assay; higher % means a stronger effect; inhibition, % at 30 µM; hits with a dose series show IC50 in µM; actives 0.38% (n = 220,000);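 active = compound inhibiting the enzyme by more than half at any dose during confirmatory dose-response retesting; inconclusive = strong single-dose inhibitors picked by rank but not retested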;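 note: plate controls were full reaction with DMSO carrier for no effect and no enzyme background for full effect; strong numbers were not always called active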
human PMI inhibition: inhibitors of human PMI, primary screen, biochemical, fluorescence intensity, coupled assay (AID 1209). purified PMI enzyme, coupled fluorescence intensity; higher % means a stronger effect. inhibition, % at 20 µM; hits with a dose series show IC50 in µM. actives 0.42% (n = 190,000);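 note: plate controls were DMSO vehicle for no effect and wells lacking substrate for full effect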
TNAP activation fold: human TNAP enzyme activators, primary screen, biochemical, luminescent, no phosphate acceptor, uHTS (AID 1001); purified TNAP, luminescent activation assay, no phosphate acceptor; higher activation fold means a stronger effect; activation fold at 20 µM, or EC50 in µM where a hit was titrated; actives 0.03% (n = 200,000); in the data active = activation fold from about 3, or a potency from the dose series; inactive = the rest, 99 in 100 with activation fold below about 1.6; note: many of its hits are not listed in these tables
T cell HTS vesicle-bound %: recorded beside T cell HTS, whose call it bears; double positive events, %; measured here: CD8+ vesicle-bound cell fraction;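 binding gate set so that unloaded-vesicle control wells show 10% double positive cells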
Starred values were filed as active, the others as inactive; i = inactive; ? = inconclusive; . = not tested or not shown; [ ] = remark or other dose. Cut-off read from the data, not from the text of the source, unless noted: active = inhibition above about 50%; inactive = the rest.

no.	smiles	West Nile virus CPE	T cell HTS vesicle-bound %	T cell HTS	human PMI inhibitors	human PMI inhibition	RSV antiviral HEp-2	M17LAP inhibition	TNAP activation fold	UTI89 phage lysis	M1AAP inhibition
1	CCCc1nnc(SCC(=O)O)n1/N=C/c1ccc2c(c1)OCO2	0.0%	34	i	-7%	4%	-0.1%	-7%	1	2.4%	-2%
2	CCOc1ccc(NC(=S)N(CCCN2CCCC2)Cc2cccn2Cc2ccc(Cl)cc2)cc1	-1.3%	26	i	-2%	0%	8.6%	13%	1.1	0.5%	4%
3	Cc1ccc(S(=O)(=O)N2CCC(C(=O)NC3CC(C)(C)NC(C)(C)C3)CC2)cc1	-0.3%	6	i	.	.	0.8%	.	.	0.1%	.
4	CC#CCN(CC#CC)S(=O)(=O)c1ccc(S(=O)(=O)N2CCOCC2)cc1	-1.1%	23	i	7%	-2%	0.2%	6%	1.1	0.1%	0%
5	COC(=O)c1nn(C23CC4CC(CC(C4)C2)C3)c2c1C(=O)N(c1ccc(F)cc1)C2=O	0.5%	17	i	-2%	-3%	2.6%	2%	1.1	0.1%	12%
6	COc1cc(OC)nc(/N=C/NO)n1	-0.1%	20	i	.	.	0.8%	4%	.	.	5%
7	COc1ccc(C(=O)NNC(=O)c2cc3cccc(OC)c3oc2=O)cc1	0.2%	50	i	3%	-4%	0.0%	4%	1.1	-0.8%	9%
8	COc1ccc(CN(C(=O)CN2C(=O)c3ccccc3S2(=O)=O)C(C(=O)NCC2CCCO2)c2ccco2)cc1 (stereo not drawn)	0.2%	24	i	.	.	1.2%	.	.	0.4%	.
9	CCOc1ccccc1-n1nnnc1SCC(=O)Nc1cc2oc3ccccc3c2cc1OC	2.4%	10	i	5%	11%	3.3%	3%	1.1	-0.3%	0%
10	CCC(C)[C@H](NC(=O)[C@@H]1Cc2c([nH]c3ccccc23)C2c3ccccc3C(=O)N21)C(=O)NCC1CCCO1 (stereo partly drawn)	-0.9%	36	i	.	.	1.1%	.	.	2.8%	.
11	CC(=O)c1cc(C#N)c(SCc2ccc(F)cc2)nc1C	0.2%	23	i	-4%	-6%	-0.4%	-6%	1	-0.7%[50 µM]	-1%
12	CC(C)CCNC(=O)C(c1cccnc1)N(CCc1ccccc1)C(=O)Cn1nnc2ccccc21 (stereo not drawn)	-0.2%	31	i	-7%	-3%	0.9%	1%	1.1	0.1%	-2%
13	Cc1ccc2cc(/C=N/NC(=O)CN3CCCCC3)c(Cl)nc2c1	-0.2%	36	i	5%	6%	-0.7%	14%	1	3.6%	3%
14	CCOC(=O)COc1ccc(C)cc1-c1ccno1	0.8%	39	i	2%	4%	-0.6%	-1%	1.1	0.2%	0%
15	CCCCCC(=O)N1CCCCC1	-0.1%	47	i	.	.	-0.6%	-5%	.	-0.1%	-1%

no.	smiles	West Nile virus CPE	T cell HTS vesicle-bound %	T cell HTS	human PMI inhibitors	human PMI inhibition	RSV antiviral HEp-2	M17LAP inhibition	TNAP activation fold	UTI89 phage lysis	M1AAP inhibition
16	CCc1nc(Nc2ccc3c(c2)OCCO3)c2oc3ccccc3c2n1	1.1%	22	i	8%	19%	?	-9%	1.1	0.2%	6%
17	COc1ccc(CNc2ccc(Cl)cc2)cc1Cn1ccnc1	-0.1%	48	i	.	.	13%	.	.	0.5%	.
18	N/C(=N\S(=O)(=O)c1ccc(Cl)s1)c1ccccc1	0.0%	27	i	2%	0%	0.5%	0%	1.2	5.4%	5%
19	CCOC(=O)c1ccc2nc(C)cc(Nc3cccc(C(=O)O)c3)c2c1	.	40	i	8%	-2%	2.9%	-2%	1	.	2%
20	NS(=O)(=O)c1ccc(CCNC(=O)c2ccc3c(c2)N(Cc2ccccc2)CCS3)cc1	0.5%	13	i	.	.	1.2%	.	.	-1.8%	.
21	CC(C)C(=O)Nc1nc(-c2ccccc2)ns1	-0.3%	22	i	8%	16%	?	-2%	1	0.3%	4%
22	O=C1CSC(c2ccccc2F)N1c1ccccc1 (stereo not drawn)	0.1%	57	i	-4%	-2%	0.9%	-12%	1.1	-0.1%	-7%
23	Cc1cccc(NC(=S)N2CCN(c3ccc(F)cc3)CC2)c1	-0.4%	62	i	-2%	-1%	5.2%	-3%	1	0.8%	7%
24	Cc1cc(C(=O)Nc2ccc(S(=O)(=O)Nc3onc(C)c3C)cc2)cs1	0.5%	7	i	-2%	-12%	0.3%	-13%	1	0.4%	-4%
25	COc1ccccc1CNCC(=O)Nc1ccc(C(F)(F)F)cc1	-0.3%	48	i	.	.	-0.1%	-2%	.	0.9%	0%
26	O=C(c1ccc(F)c(S(=O)(=O)N2CCOCC2)c1)N(c1ccccc1)c1ccccn1	0.2%	52	i	0%	-14%	2.8%	-3%	1.1	0.2%	3%
27	CCN(CC)C(=O)CSc1nc(O)c(Cc2ccccc2)c(=O)n1-c1ccccc1C	0.2%	47	i	.	.	1.4%	12%	.	1.5%	1%
28	CCn1c(SCC(=O)NCc2cccs2)nnc1-c1ccco1	0.5%	37	i	15%	5%	0.3%	-2%	1	2.0%	11%
29	N#C/C(=C\c1cn(Cc2ccccc2)c2ccccc12)C(=O)NCc1ccco1	-0.9%	41	i	15%	22%	1.8%	-2%	1.1	-2.8%	3%
30	COc1ccc(-n2c(C)c(C)c3c(NCCCO)ncnc32)cc1	0.5%	34	i	.	.	2.1%	.	.	-0.3%[50 µM]	.

no.	smiles	West Nile virus CPE	T cell HTS vesicle-bound %	T cell HTS	human PMI inhibitors	human PMI inhibition	RSV antiviral HEp-2	M17LAP inhibition	TNAP activation fold	UTI89 phage lysis	M1AAP inhibition
31	Cc1ccc(-c2[nH]c(-c3ccc(C(=O)O)cc3)nc2-c2ccccc2)cc1	-0.2%	61	i	7%	16%	17%	i	1.2	-7.0%	?
32	COc1ccc(OC)c(-c2csc(-c3cccs3)n2)c1	1.3%	42	i	.	.	5.4%	.	.	-0.6%	.
33	CCCn1c(=O)c(C(=O)Nc2ccccc2C)c(O)c2ccccc21	-1.3%	14	i	.	.	6.7%	.	.	0.0%	.
34	c1nc(N2CCN(Cc3ccc4c(c3)OCO4)CC2)c2[nH]cnc2n1	-0.2%	29	i	2%	-2%	-0.4%	0%	1.6	-1.3%	-1%
35	CCOCCCNC(=O)C1CCN(C(=O)Nc2ccc(C)cc2)CC1	-0.1%	28	i	-10%	-4%	0.8%	-12%	1.1	0.4%	-5%
36	O=C(Nc1cccc(Cl)c1N1CCCC1)c1ccc([N+](=O)[O-])o1	3.3%	45	i	4%	4%	15%	6%	1.1	0.3%	9%
37	CN1CCN(C(=O)c2ccc3ccccc3c2)CC1	-0.1%	39	i	5%	1%	-1.2%	11%	1.1	0.5%	18%
38	CCn1cc(/C=C(\NC(=O)c2ccc(OC)cc2)C(=O)N2CCOCC2)c2ccccc21	0.1%	42	i	.	.	1.8%	.	.	-0.3%	.
39	CCOc1cc(Cl)c(S(=O)(=O)NCc2ccccn2)cc1Cl	-0.7%	32	i	4%	7%	17%	0%	1.1	3.9%	-9%
40	O=[N+]([O-])c1ccc(O)c(/C=N/Nc2ncnc3c2cnn3-c2ccccc2)c1	?	13	i	.	.	-2.3%	.	.	1.7%[50 µM]	.
41	Cc1nnc(NC(=O)CSc2ncn(-c3ccccc3)n2)s1	0.4%	29	i	12%	7%	0.9%	0%	1.1	0.0%	2%
42	Cc1c(C(=O)N(Cc2ccccc2)C(C)C)oc2ccc(S(=O)(=O)N3CCOCC3)cc12	-0.1%	6	i	.	.	18%	.	.	0.4%	.
43	C/C(=N\NC(=O)c1cccc([N+](=O)[O-])c1)c1cccnc1	0.4%	62	i	.	.	1.6%	.	.	0.3%	.
44	Cc1cccc(C)c1NC(=O)CSc1nnc(C)n1-c1ccccc1	0.1%	45	i	-3%	5%	0.9%	9%	1.1	-1.4%	6%
45	COc1cc(/C=N/NC(=O)c2cccs2)ccc1OCc1ccccc1	0.0%	38	i	19%	17%	0.0%	-1%	1	1.0%	7%

no.	smiles	West Nile virus CPE	T cell HTS vesicle-bound %	T cell HTS	human PMI inhibitors	human PMI inhibition	RSV antiviral HEp-2	M17LAP inhibition	TNAP activation fold	UTI89 phage lysis	M1AAP inhibition
46	CC1C(=O)Nc2ccccc2N1C(=O)c1ccccc1 (stereo not drawn)	0.6%	44	i	4%	-5%	0.1%	-3%	1.1	0.3%	5%
47	Cc1nn(-c2ccccc2)c(C)c1C(=O)OCC(=O)N1CC(=O)Nc2ccccc21	-0.1%	12	i	-2%	4%	1.4%	-6%	1.1	0.0%	-1%
48	Cc1nnc(-c2ccc(Oc3ccc(C)c(C)c3)c([N+](=O)[O-])c2)o1	-1.3%	51	i	-3%	-6%	9.1%	7%	1.1	8.2%	11%
49	C=CCOc1cccc(C2C(C(=O)c3ccco3)=C(O)C(=O)N2Cc2ccncc2)c1 (stereo not drawn)	0.5%	39	i	-42%	-15%	2.0%	19%	0.9	3.3%	15%
50	Cc1ccc(-n2c(SCC(=O)NCC3CCCO3)nc3c(c2=O)SCC3)cc1 (stereo not drawn)	-0.4%	39	i	6%	7%	2.9%	10%	0.7	0.4%	4%
51	Cc1cccc(-c2cc3nc4c(c(N5CCOCC5)n3n2)CCCC4)c1	0.8%	67	i	18%	20%	8.5%	4%	1.1	0.3%	6%
52	CN(c1ccccc1)c1ccc(/C=C/[N+](=O)[O-])cc1	-0.3%	52	i	-5%	2%	-1.4%	7%	0.7	-1.1%	12%
53	C=CCNC(=O)CC(C)C(CCCCC)C(=O)O (stereo not drawn)	0.4%	22	i	5%	9%	1.5%	-9%	1.1	0.4%	8%
54	CC(=O)c1cc(N2CCOCC2)ccc1[N+](=O)[O-]	0.0%	.	.	3%	-1%	.	5%	1	0.5%	6%
55	Cc1cc(C)nc(SCC(=O)Nc2ccc(S(=O)(=O)N3CCCCC3)cc2)n1	0.4%	53	i	3%	13%	4.7%	-2%	1	0.4%	2%
